E coli growth – reduces bacterial viability in AddAB counter-screen. E. coli V3065 growth, OD600 absorbance, 18 h. inhibition, % at 11.9 µM. hit rate 0.27% among 330,000. AID 449728;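 active means inhibition above the campaign's mean inhibition across all tested compounds plus 3 SD, cut at about 9.9% in these data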;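 further: uninfected addAB+ strain grown without phage in ampicillin broth; 0% = DMSO wells and 100% = ciprofloxacin 0.95 µg/ml wells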
SUMO Mot1 rescue – SUMOylation pathway inhibition by Mot1-301 growth rescue; S. cerevisiae Mot1-301 growth rescue, ATP luminescence, 38.5C; percent above DMSO median, 100 means doubled; growth rescue, % at 18.8 µM; hit rate 1% among 320,000;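 active means every valid replicate shows activation above 250% relative to neutral control wells; inactive means the rest, any valid replicate at or below 250%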;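 further: OY570 slx delta 5 strain wells were the positive control but not used for scaling; some compounds called inactive have numbers as strong as hits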
MOR-DOR ag – OPRM1-OPRD1 heterodimerization agonism; cells, luminescence; hit rate 0.3% among 340,000; P35372+P41143; AID 504326; activation, % at 9.3 µM; in the data active means activation above about 18%;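 further: 0% = vehicle-treated cells and 100% = reference agonist; values of inactives mirror those of a sister screen read the other way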
HTR5A inv ag – inverse agonist of human HTR5A in OPRM1-OPRD1 counter-screen; inhibition, % at 9.3 µM; P47898; HTR5A cell line, luminescence, inverse agonism; hit rate 0.083% among 340,000; in the data active means inhibition mostly above about 23%, no sharp cut-off; inactive means mostly below about 18%;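 further: 0% = cells with DMSO and 100% = no-cell wells with DMSO; some compounds called inactive have numbers as strong as hits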
Target sequence (P47898 whole entry, looked up): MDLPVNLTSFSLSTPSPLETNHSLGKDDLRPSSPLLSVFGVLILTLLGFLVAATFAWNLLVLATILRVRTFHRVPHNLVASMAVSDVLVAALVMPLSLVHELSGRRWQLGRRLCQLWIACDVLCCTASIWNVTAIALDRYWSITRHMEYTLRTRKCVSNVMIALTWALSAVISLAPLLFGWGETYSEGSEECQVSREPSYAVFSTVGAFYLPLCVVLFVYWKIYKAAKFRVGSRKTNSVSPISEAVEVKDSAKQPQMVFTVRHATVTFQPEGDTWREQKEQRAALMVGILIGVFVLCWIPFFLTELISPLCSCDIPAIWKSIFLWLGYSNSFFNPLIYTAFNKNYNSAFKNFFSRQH
MOR-DOR inv ag – inverse agonists of human mu-delta opioid receptor heterodimerization; AID 504357; cell-based MOR-DOR heterodimer luminescence, inverse agonism; P35372+P41143; hit rate 0.21% among 340,000; inhibition, % at 9.3 µM; in the data active means inhibition above about 22%, passing the limit was not always enough;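 further: 0% = cells with DMSO and 100% = wells without cells with DMSO; values of inactives mirror those of a sister screen read the other way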
PfHsp90 set2 – inhibits growth of yeast expressing Plasmodium falciparum Hsp90 | S. cerevisiae expressing PfHsp90, BacTiter-Glo ATP, 48 h; yeast lacking PDR1 and PDR3 efflux regulators | inhibition, % at 9.4 µM | hit rate 0.32% among 310,000;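 active means every replicate shows inhibition above about 80%, whatever the replicate mean, limit read from the data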;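 further: 0% = DMSO neutral controls and 100% = 20 µM radicicol positive controls; yeast relying on Plasmodium falciparum Hsp90 in place of its own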
phage Ecoli inh – E. coli growth loss with phage present; growth absorbance; inhibition, % at 11.9 µM; hit rate 0.26% among 360,000; AID 651602; in the data active means inhibition above about 11%
PKA-R1A activ – activates the PKA-R1A holoenzyme complex; activation, % at 11.4 µM; PKA-R1A dissociation, Cy5-IP20 fluorescence polarization; scaled: DMSO 0%, 113 µM cGMP 100%; P00514+P68181; hit rate 0.083% among 340,000; AID 504707;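 active means percent activation above the mean of all tested compounds plus 3 SD, cut at about 19% in these data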;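 further: higher means more PKAc released from R1A so a rise in polarization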
PKA-R2B act – activators of human PKA-R2B complex; AID 504700; activation, % at 11.4 µM; PKA-R2B holoenzyme dissociation, Cy5-IP20 fluorescence polarization; R2B truncated from residue 108, S112A mutant; 0% DMSO only, 100% 113 µM cGMP; hit rate 0.079% among 340,000;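 active means activation above a cutoff set at the mean over all compounds plus 3 SD, cut at about 18% in these data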;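 further: higher means more holoenzyme dissociation and a rise in polarization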
Target sequence (P31323 whole entry, looked up, other chains not shown, the tested form may be a part): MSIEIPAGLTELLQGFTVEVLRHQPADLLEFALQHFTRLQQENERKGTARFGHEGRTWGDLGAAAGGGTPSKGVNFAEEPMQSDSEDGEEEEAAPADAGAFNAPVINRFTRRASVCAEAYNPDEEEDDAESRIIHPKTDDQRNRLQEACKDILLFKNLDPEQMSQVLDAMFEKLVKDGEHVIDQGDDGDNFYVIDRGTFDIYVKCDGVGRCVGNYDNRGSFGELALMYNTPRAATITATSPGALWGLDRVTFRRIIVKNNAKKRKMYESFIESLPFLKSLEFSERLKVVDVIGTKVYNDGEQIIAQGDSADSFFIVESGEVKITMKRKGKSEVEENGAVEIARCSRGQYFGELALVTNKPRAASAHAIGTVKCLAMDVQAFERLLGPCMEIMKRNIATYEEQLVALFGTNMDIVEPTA
AddAB inh – less growth of phage-infected E. coli with AddAB; E. coli expressing H. pylori AddAB, absorbance growth; inhibition, % at 11.9 µM; hit rate 0.29% among 330,000; in the data active means inhibition above about 12%;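 further: 0% = vehicle wells of infected cells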
Tat export inh – E. coli Tat transport inhibition; AID 488895; E. coli MC4100 TorA-mCherry Tat export, fluorescence; inhibition, % at 10 µM; hit rate 0.036% among 340,000;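 active means mean replicate inhibition at least 50% and at least half of replicates individually reaching 50%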;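 further: exported cargo escapes ClpAP degradation while cytoplasmic cargo is degraded and loses fluorescence; 0% = median of neutral control wells and 100% = median of NaSCN control wells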
Active calls of the source: *; nt = no result given; + = active, no number.

Sample of the layout, 2 compounds:
molecule	E coli growth	SUMO Mot1 rescue	MOR-DOR ag	HTR5A inv ag	MOR-DOR inv ag	PfHsp90 set2	phage Ecoli inh	PKA-R1A activ	PKA-R2B act	AddAB inh	Tat export inh
COc1ccc2oc(=O)c(C(=O)N3CCN(C(=O)c4ccco4)CC3)cc2c1	0.8	-9	1.4	-7	-12	-11	2.7	-3	-5	1.3	-2
COc1cc(C2C(C(=O)c3ccc(C)o3)=C(O)C(=O)N2c2cc(C)on2)ccc1O (centres undefined)	0.8	19	-2.5	-12	15	0	2.5	-8	-10	1.0	-2

The list itself, repeating the preview:
molecule	E coli growth	SUMO Mot1 rescue	MOR-DOR ag	HTR5A inv ag	MOR-DOR inv ag	PfHsp90 set2	phage Ecoli inh	PKA-R1A activ	PKA-R2B act	AddAB inh	Tat export inh
COc1ccc2oc(=O)c(C(=O)N3CCN(C(=O)c4ccco4)CC3)cc2c1	0.8	-9	1.4	-7	-12	-11	2.7	-3	-5	1.3	-2
COc1cc(C2C(C(=O)c3ccc(C)o3)=C(O)C(=O)N2c2cc(C)on2)ccc1O (centres undefined)	0.8	19	-2.5	-12	15	0	2.5	-8	-10	1.0	-2
O=C(NCc1ccc2c(c1)OCO2)c1cccc(S(=O)(=O)N2CCCC2)c1	nt	26	-3.2	18	11	-11	1.2	-1	0	nt	1
COc1ccc(C2CC(=O)C(C=NCCO)=C(O)C2)cc1 (centres undefined)	-0.6	-5	-2.5	-12	13	13	1.4	-6	0	2.1	2
CCOC(=O)C(C(=O)OCC)[C@@H]1CS(=O)(=O)C[C@H]1C(C(=O)OCC)C(=O)OCC	0.7	-6	-0.7	3	4	21	1.8	7	3	4.2	-1
CCOc1ccccc1NC(=O)CSc1nnc(-c2cnccn2)n1CC	1.7	8	2.2	-21	-14	9	0.6	-1	0	4.0	-9
CC(=O)c1cc2c(cc1NC(=O)CN1CCN(c3cccc(C(F)(F)F)c3)CC1)OCO2	-1.1	9	-0.3	2	2	29	0.3	-5	-5	0.1	-1
O=C(O)c1cc(C(F)(F)F)nc2c(C(F)(F)F)cccc12	-1.7	-13	0.4	-7	-2	9	-0.6	-1	-5	-1.8	-4
O=C(NCc1ccccc1)N(Cc1cc2cc3c(cc2[nH]c1=O)OCO3)CC1CCCO1 (centres undefined)	0.1	nt	-3.1	-11	18	37	4.1	-7	-8	3.8	-2
COC(=O)c1ccncc1N	1.7	-25	-3.0	7	15	15	3.2	2	12	3.4	-9
CCOC(=O)C1=C(O)/C(=C/N(C)C)N=C1C	0.5	6	-0.6	10	2	46	3.4	-2	3	6.4	21
Cc1ccc(C(=O)NCC(=O)Nc2cc(C)ccn2)cc1	-1.5	-4	-3.9	18	20	nt	1.8	-3	-10	-2.8	4
COc1ccc(S(=O)(=O)N2CCN(C(=O)c3ccc(NC(C)=O)cc3)CC2)cc1	-1.1	-7	1.1	0	-4	-10	-1.0	-6	10	-0.1	2
O=C(Nc1ccccc1Sc1ccccc1)c1ccc(F)cc1	0.6	6	5.0	-1	-23	2	4.7	13	6	1.1	-10
CC(C)(C)c1nnc(N/N=C/c2ccccc2O)n(N)c1=O	-0.3	-23	2.7	-16	-15	-22	-2.3	-7	-2	7.6	-7
O=S(=O)(NCC(c1ccco1)N1CCN(c2ccccc2F)CC1)c1ccc(F)cc1 (centres undefined)	-1.2	9	6.1	-1	-38	-9	2.0	2	8	-1.5	12
C=CCn1c(SCC(=O)N2CCOCC2)nnc1C(C)NC(=O)c1ccccc1 (centres undefined)	0.9	-6	-1.8	-17	9	10	4.0	-13	-7	0.1	-8
Cn1cnc2nc(Cl)nc(Cl)c21	nt	nt	-1.2	19	6	-14	1.3	2	-6	nt	-2
COc1ccc(-c2cc(C(=O)Nc3cc(S(N)(=O)=O)ccc3C)c3ccccc3n2)cc1OC	1.4	2	-2.4	-2	12	11	-0.8	12	-13	0.9	15
O=C1CC(c2ccccc2)C(C(=O)O)N1 (centres undefined)	-0.4	-5	0.3	-2	-2	-1	1.2	5	0	3.6	18
CCn1c(C(c2ccccc2)c2ccccc2)n[nH]c1=S	1.4	-12	0.0	12	0	2	0.3	10	4	1.1	-6
Nc1ncnc2c1ncn2[C@@H]1O[C@H](CNCc2ccc(-c3cc(C(F)(F)F)ccc3Cl)o2)[C@@H](O)[C@H]1O	-1.4	nt	-2.4	3	12	-4	0.2	1	-1	0.1	1
COc1cc(NC(=O)c2ccccc2[N+](=O)[O-])c(C(=O)O)cc1OC	1.6	-8	-1.0	-5	5	5	7.0	-4	5	0.0	0
O=S(=O)(c1ccc2c(c1)OCCO2)N1CCc2ccccc21	0.6	191	-1.0	-26	5	24	4.3	-4	-12	5.7	-11
COc1cc(NC(=S)NCC2CCCO2)c(OC)cc1Cl (centres undefined)	-1.0	123	-1.6	0	11	16	2.8	5	-4	3.7	-9
O=C(Cn1ccc2ccccc2c1=O)NCC1COc2ccccc2O1 (centres undefined)	2.2	-19	0.2	4	-1	-19	-1.1	2	0	5.4	-1
O=C(NC1CC1(c1ccccc1)c1ccccc1)c1ccccc1 (centres undefined)	nt	nt	1.3	4	-6	-28	2.2	-1	-8	nt	2
NC(=O)CC(NC(=O)Cc1cccc2ccccc12)c1ccc(NC2CCCCCC2)c([N+](=O)[O-])c1 (centres undefined)	0.4	3	-3.1	-29	18	-19	-0.2	1	-17	2.7	-2
COc1ccccc1OCc1n[nH]c(=S)n1Cc1ccccc1	-1.9	11	0.2	9	-1	-3	4.0	5	-1	-0.9	6
CCOC(=O)c1c(C)nc2ccccn12	-2.6	0	-0.4	15	2	nt	4.2	-2	-6	-0.5	4
CCOc1ccccc1NC(=O)c1cc(-c2ccncc2)nc2c(Cl)cccc12	nt	nt	5.9	12	-28	4	-0.9	5	-10	nt	-4
CCOC(=O)Cn1c(=O)c2c(nc(N3CCOCC3)n2C)n(C)c1=O	0.4	18	-0.8	-17	5	nt	3.3	3	0	3.8	9
C=CCOc1c(CNc2ccc3[nH]c(=O)[nH]c3c2)cccc1OC	-0.2	-23	-0.7	21	3	1	2.9	-11	-11	0.7	-7
COc1ccc2[nH]c(=O)c(CN(C(=O)c3ccccn3)c3ccccc3)cc2c1	2.4	+	-1.6	-2	7	nt	-1.2	20*	-2	3.5	-7
C=CCN1C(=O)/C(=C2/Sc3ccccc3N2C)SC1=Nc1c(C)n[nH]c1C	-2.5	nt	-1.1	3	6	-22	nt	-5	-1	4.4	0
CCCc1cc(C(N)=O)c(NC(=O)c2cc(C)on2)s1	1.4	-11	-1.8	-20	9	16	nt	-15	-8	1.9	-1
CCN1CCN(C(=O)C2CCC(=O)N(Cc3cccc(C(F)(F)F)c3)C2)CC1 (centres undefined)	-1.4	-2	-2.8	4	11	-2	2.9	14	3	1.3	-2
NC(=O)c1ccccc1NC(=O)CN1CCCCCC1	-0.7	-19	-1.7	2	12	12	2.4	6	-2	-0.9	-7
CC1(CC(=O)NNC(=O)Nc2ccccc2)OCCCO1	-0.7	13	-3.6	-3	18	7	6.3	-3	-6	-1.8	1
CCc1ccc(/C(C)=N/NS(=O)(=O)c2ccc(OC)cc2)s1	nt	nt	4.6	6	-25	-9	1.9	-3	-6	nt	-2
Nc1nnc(SCC(=O)NC23CC4CC(CC(C4)C2)C3)s1	-0.2	7	-1.4	-10	7	2	1.6	-5	10	2.4	-6
CC1CN(S(=O)(=O)c2cccc(C(=O)OC/C(O)=C(\C#N)c3nc4ccccc4[nH]3)c2)CC(C)O1 (centres undefined)	-1.2	1	2.4	12	-13	-27	1.1	3	12	0.9	-1
Fc1ccc(-c2nnc(SCc3cccnc3)o2)cc1	2.5	11	nt	nt	nt	6	3.6	nt	nt	0.8	-6
CCc1cccc(NC(=O)C(NC(=O)C2CCCCC2)C(C)C)c1 (centres undefined)	-0.2	2	0.1	5	-1	9	5.3	-1	-9	0.7	7
CCCCOc1ccc(C(=O)CCN2CCCCC2)cc1	-0.2	42	-1.2	-17	7	5	1.6	-10	-5	-1.1	-16
COc1ccc(NC(=O)COC(=O)CNC(=O)C2CCCCC2)cc1	0.4	62	-2.1	7	10	-2	2.0	-13	1	-0.2	0
Cc1cc(C)c2oc(=O)cc(CN3CCC(C)CC3)c2c1	-2.5	-21	4.3	0	-24	-6	0.2	-5	-4	-3.2	-8
Nc1c(Br)cc2oc(-c3ccccc3)nc2c1Br	0.7	50	3.5	11	-22	-2	2.5	-4	-2	1.0	-1
Oc1ccc(C=Nc2ccccc2-c2nc3ccccc3[nH]2)c(O)c1	-0.9	-27	-1.3	16	6	-11	4.2	-11	5	2.9	0
O=C1CC(=O)N2CCSC2=N1	nt	nt	-2.1	-7	11	nt	2.2	-8	2	nt	20
OC1(c2ccc(Cl)cc2)CCN(Cc2nc(-c3cnccn3)no2)CC1	1.9	2	-0.3	-16	2	-6	0.3	4	7	1.1	0
COc1ccc(N(C(=O)CNC(=O)c2ccco2)C(C(=O)NCC2CCCO2)c2ccc(OC)c(OC)c2)cc1 (centres undefined)	2.1	-14	-0.2	12	1	4	0.5	0	-7	2.0	25
CCOc1ccc(C(=O)NCC(=O)NCC(c2ccco2)N2CCCCC2)cc1OCC (centres undefined)	-1.9	118	0.1	-15	0	14	4.8	-11	-4	0.2	0
COc1ccc(NC(=O)C(=O)N2N=C(C(C)C)CC2(O)C(F)(F)F)cc1 (centres undefined)	-1.9	-10	0.6	-2	-4	-14	1.6	-1	8	0.3	-10
COc1cc(C)ccc1OCCOCCOc1cccc2ccc(C)nc12	-3.6	-6	3.3	-24	-16	nt	-3.1	-7	-2	-0.8	-1
CCCC(=O)NC(c1ccco1)c1c(O)ccc2ccccc12 (centres undefined)	0.4	-6	-4.1	-33	23	nt	1.0	4	-1	0.1	-2
COc1ccc(-n2cc(-c3ccc(Br)cc3)[nH]c2=S)cc1	3.7	-9	0.3	7	-2	-16	0.1	7	2	0.2	-2
COc1ccccc1CNC(=O)CSCc1cnn(-c2ccccc2)c1-n1cccc1	-1.6	4	-0.1	-21	0	17	4.3	2	2	3.6	7
O=S(=O)(c1cccs1)N1CCCc2ccccc21	-2.0	5	-1.5	-12	9	-27	1.7	-10	-7	-0.2	1
C#CCN(Cc1ccco1)C(=O)c1ccc(OC2CCN(Cc3ccccn3)CC2)cc1	-2.3	151	-1.7	-17	10	-20	-0.7	-8	6	-0.4	-1
COCCNC(=O)c1ccc2c(c1)CCN2S(C)(=O)=O	3.2	1	-0.6	23	3	2	2.6	4	-5	1.0	6
O=C(c1ccc(CS(=O)c2ccc(F)cc2)o1)N1CCN(C2CCCCC2)CC1 (centres undefined)	-1.8	10	0.6	9	-3	1	1.5	1	-7	-1.3	1
O=C1CN(C(=O)c2ccc3nc(Cc4cccc(Cl)c4)oc3c2)CCN1	2.0	-7	-0.2	6	1	6	-1.2	-3	1	1.1	1
